Screening data as filed in PubChem BioAssay.
CYP2C9 act = human CYP2C9 activators, primary screen, biochemical, luminescence. Cytochrome P450 2C9 (Homo sapiens), P11712. recombinant CYP2C9, luciferin-H conversion; active compounds read high; factor 1 = untreated enzyme, 0 = blocked. activation factor at 5 µM. 1.4% of 96,000 active. AID 1024, 2008;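 active = activation factor of 2 or more for CYP2C9 at a 5 µM dose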;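 also: 0 = sulfaphenazole-blocked wells and 1 = vehicle-only wells; values of inactives mirror those of a sister screen read the other way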
Rev-RRE block = HIV-1 Rev-RRE binding inhibitors, primary screen, biochemical, FRET, protein-RNA interaction. 0.79% of 97,000 active. P05866. inhibition, % at 8 µM. Rev peptide-RRE RNA binding;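 active = inhibition above the screen-wide mean plus 3 SD, cut at about 35% in these data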;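 also: 0% = median DMSO wells and 100% = median Neomycin B control wells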
Target sequence (P05866 whole entry, looked up): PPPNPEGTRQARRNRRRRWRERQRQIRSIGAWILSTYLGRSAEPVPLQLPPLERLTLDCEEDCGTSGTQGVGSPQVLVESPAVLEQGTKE
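Assay system: labelled RRE RNA duplex and labelled Rev peptide / Medium: HEPES pH 7.5 salt buffer with EDTA / Reagent: labelled Rev peptide / Schedule: 5 + 15 min at 25 °C / Signal: FRET, excitation 480 nm, emission 540 nm donor and 671 nm acceptor / Benchmarks: DMSO and neomycin B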
PLK1 kinase inh = human PLK1 kinase inhibitors, primary screen, biochemical, TR-FRET | inhibition, % at 10 µM | 0.53% of 97,000 active | Serine/threonine-protein kinase PLK1 (Homo sapiens), P53350 | recombinant PLK1 kinase, TR-FRET peptide phosphorylation;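 active = inhibition of 50% or more in the single-concentration screen; inactive = inhibition below 50%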;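 also: 0% = DMSO max control and 100% = H-89 dihydrochloride min control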
PLK1 PBD inh = Plk1 polo box domain binding inhibitors, primary screen, biochemical, fluorescence polarization; Serine/threonine-protein kinase PLK1 (Homo sapiens), P53350; Plk1 PBD phosphopeptide binding; inhibition, %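 (tested at about 20 µM)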; 0.13% of 97,000 active; in the data active = inhibition above about 34%, passing the limit was not always enough
PTPN22 inh 2 = PTPN22 phosphatase inhibitors, primary screen, biochemical, DiFMUP fluorescence, 2 µM | inhibition, % at 2 µM | recombinant LYP catalytic domain | AID 640, 2007 | 0.21% of 96,000 active | Tyrosine-protein phosphatase non-receptor type 22 (Homo sapiens), Q9Y2R2;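 active = inhibition at 2 µM at or above a set limit, the screen mean plus 3 SD, cut at about 24% in these data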;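 also: 0% = DMSO with enzyme and 100% = enzyme fully blocked by orthovanadate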
Calb biofilm kill = clotrimazole potentiators killing Candida biofilms, primary screen, with clotrimazole, Alamar Blue. C. albicans biofilm + clotrimazole. inhibition, % at 6 µM. 0.14% of 85,000 active;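 active = inhibition above 20%; inactive = inhibition below 20%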;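 also: preformed 24 hr biofilms exposed to compound for 48 hr; 0% = biofilm without compound and 100% = blank killed by clotrimazole plus chlorhexidine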
CYP2C9 inh = blockers of cytochrome P450 2C9 activity – biochemical, luminescence, ADME assay, primary screen | 20% of 96,000 active | P11712 | inhibition, % at 5 µM | CYP2C9 Supersomes, luciferin-H conversion;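 active = blocking of liver enzyme CYP2C9 beyond about 50% at 5 µM, limit read from the data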; also: values of inactives mirror those of a sister screen read the other way
PTPN22 act = LYP phosphatase activators, primary screen, biochemical, DiFMUP fluorescence, 2 µM; Tyrosine-protein phosphatase non-receptor type 22 (Homo sapiens), Q9Y2R2; recombinant LYP; 0 = plate median, 100 = signal doubled; activation, % at 2 µM; 0.11% of 96,000 active; AID 697, 2007;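 active = activation at 2 µM above a set limit, the mean plus 5 SD, cut at about 37% in these data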
EphB4 antag = EphB4-ephrin-B2 interaction antagonists, primary screen, biochemical, TNYL-RAW peptide probe, fluorescence polarization; 0.15% of 97,000 active; AID 720, 2007; Ephrin type-B receptor 4 (Homo sapiens), P54760; inhibition, % at 7 µM; EphB4 LBD / TNYL-RAW-Alexa532 peptide;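 active = inhibition above the screen-wide mean inhibition plus 3 SD, cut at about 15% in these data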;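 also: 0% = DMSO wells and 100% = excess unlabeled TNYL-RAW peptide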
Target sequence (P54760 whole entry, looked up, the tested form may be a part): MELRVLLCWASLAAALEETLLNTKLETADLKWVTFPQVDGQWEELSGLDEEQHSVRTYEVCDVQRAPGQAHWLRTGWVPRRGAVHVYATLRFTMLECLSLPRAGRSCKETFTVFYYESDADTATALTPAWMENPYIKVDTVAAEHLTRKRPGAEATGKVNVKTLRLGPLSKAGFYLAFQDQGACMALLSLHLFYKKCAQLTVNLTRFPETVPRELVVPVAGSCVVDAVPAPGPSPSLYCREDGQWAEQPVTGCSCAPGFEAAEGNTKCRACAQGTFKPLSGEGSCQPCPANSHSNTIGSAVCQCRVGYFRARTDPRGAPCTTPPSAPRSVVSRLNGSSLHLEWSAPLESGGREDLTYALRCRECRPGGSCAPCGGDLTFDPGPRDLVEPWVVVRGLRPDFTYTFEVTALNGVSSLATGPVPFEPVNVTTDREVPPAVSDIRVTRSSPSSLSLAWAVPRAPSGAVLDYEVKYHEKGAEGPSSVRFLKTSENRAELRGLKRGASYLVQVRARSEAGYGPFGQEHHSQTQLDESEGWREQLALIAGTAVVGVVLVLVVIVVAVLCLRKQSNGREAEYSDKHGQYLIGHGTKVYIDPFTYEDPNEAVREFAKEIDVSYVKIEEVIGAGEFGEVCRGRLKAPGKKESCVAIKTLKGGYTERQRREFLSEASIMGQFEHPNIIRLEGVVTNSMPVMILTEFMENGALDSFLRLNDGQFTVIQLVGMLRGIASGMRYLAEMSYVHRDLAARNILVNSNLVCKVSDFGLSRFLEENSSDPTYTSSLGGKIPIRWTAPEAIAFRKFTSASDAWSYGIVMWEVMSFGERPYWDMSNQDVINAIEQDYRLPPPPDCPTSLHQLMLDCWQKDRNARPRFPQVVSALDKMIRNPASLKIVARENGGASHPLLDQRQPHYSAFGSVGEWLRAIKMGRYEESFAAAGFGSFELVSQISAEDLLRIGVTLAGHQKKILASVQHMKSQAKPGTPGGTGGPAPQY
* marks the source's active call; other numbers are inactive results.

What do the screens show for `O=C(c1cc2nc(-c3ccc(F)cc3)cc(C(F)(F)F)n2n1)N1CCOCC1`?
CYP2C9 act: 1; Rev-RRE block: -1; PLK1 kinase inh: -17; PLK1 PBD inh: -20; PTPN22 inh 2: 3; Calb biofilm kill: 0; CYP2C9 inh: -1; PTPN22 act: -5; EphB4 antag: 0

Results for CC(C)CC(c1nnnn1Cc1ccco1)N1CCN(C2CCCC2)CC1 (stereo not drawn) ?
CYP2C9 act: 1; Rev-RRE block: -1; PLK1 kinase inh: -8; PLK1 PBD inh: -29; PTPN22 inh 2: -4; Calb biofilm kill: -1; CYP2C9 inh: -3; PTPN22 act: 8; EphB4 antag: -9

What do the screens show for `Cc1cc(=O)c(C(=O)O)cn1Nc1ccc(Cl)cc1`?
CYP2C9 act: 1.1; Rev-RRE block: 10; PLK1 kinase inh: -6; PLK1 PBD inh: -3; PTPN22 inh 2: 4; Calb biofilm kill: 3; CYP2C9 inh: -5; PTPN22 act: -4; EphB4 antag: -3

How did O=C(CSc1nc2ccc(NC(=O)CSc3nnnn3Cc3ccccc3)cc2s1)Nc1ccccc1 do in these assays?
Rev-RRE block: 3; PLK1 kinase inh: -6; PLK1 PBD inh: -8; PTPN22 inh 2: 2; PTPN22 act: -3; EphB4 antag: -5

What do the screens show for `Cc1cc(C)cc(-n2nnc(C(=O)NCc3ccccc3)c2N)c1`?
CYP2C9 act: 1.8; Rev-RRE block: 3; PLK1 kinase inh: 2; PLK1 PBD inh: -27; PTPN22 inh 2: 10; Calb biofilm kill: 2; CYP2C9 inh: -84; PTPN22 act: -10; EphB4 antag: 4

How did COc1ccccc1NC(=O)c1ccccc1SC do in these assays?
CYP2C9 act: 3.8*; Rev-RRE block: 1; PLK1 kinase inh: 0; PLK1 PBD inh: -4; PTPN22 inh 2: 0; Calb biofilm kill: 8; CYP2C9 inh: -284; PTPN22 act: -1; EphB4 antag: -2

What do the screens show for `CCOc1ccc(N2C(=O)CN=C2Nc2ccccc2Cl)cc1`?
CYP2C9 act: 1; Rev-RRE block: 0; PLK1 kinase inh: -6; PLK1 PBD inh: -13; PTPN22 inh 2: 0; Calb biofilm kill: 6; CYP2C9 inh: 5; PTPN22 act: 1; EphB4 antag: 2

How did CC(=O)NC(c1ccco1)c1ccc2cccnc2c1O (stereo not drawn) do in these assays?
CYP2C9 act: 0.7; Rev-RRE block: 8; PLK1 kinase inh: -9; PLK1 PBD inh: -4; PTPN22 inh 2: 6; Calb biofilm kill: 0; CYP2C9 inh: 26; PTPN22 act: -8; EphB4 antag: 9

Results for CCC(=O)Nc1ccc(C(=O)n2ccc(C)n2)cc1 ?
CYP2C9 act: 1.5; Rev-RRE block: 6; PLK1 kinase inh: -4; PLK1 PBD inh: -13; PTPN22 inh 2: -4; Calb biofilm kill: 8; CYP2C9 inh: -45; PTPN22 act: 4; EphB4 antag: 0

What do the screens show for `Cc1cc(C)nc(NC(=O)NS(=O)(=O)Nc2ccc(Br)cn2)n1`?
CYP2C9 act: 0.9; Rev-RRE block: 2; PLK1 kinase inh: -6; PLK1 PBD inh: -20; PTPN22 inh 2: 2; Calb biofilm kill: 8; CYP2C9 inh: 13; PTPN22 act: -1; EphB4 antag: -3

What do the screens show for `Cc1ccc2ncc(NC(=O)c3ccc(F)cc3)c(=O)n2c1`?
CYP2C9 act: 0.8; Rev-RRE block: 0; PLK1 kinase inh: 3; PLK1 PBD inh: 5; PTPN22 inh 2: -11; Calb biofilm kill: 9; CYP2C9 inh: 16; PTPN22 act: 8; EphB4 antag: -4

Results for CC(C)(C)NC(=O)CSc1ccc(C(C)(C)C)cc1 ?
Rev-RRE block: 3; PLK1 kinase inh: -6; PLK1 PBD inh: -19; PTPN22 inh 2: 2; Calb biofilm kill: 6; PTPN22 act: -3; EphB4 antag: 4

What do the screens show for `COc1ccc(N2C(=O)CC(N3CCN(c4ccc(C(=O)c5cccnc5)cc4)CC3)C2=O)cc1` (stereo not drawn)?
CYP2C9 act: 1; Rev-RRE block: 0; PLK1 kinase inh: -7; PLK1 PBD inh: 11; PTPN22 inh 2: 0; Calb biofilm kill: 10; CYP2C9 inh: 1; PTPN22 act: 4; EphB4 antag: 2

How did CCCCNc1nc(-c2ccccc2)cc(C(F)(F)F)c1C(N)=O do in these assays?
Rev-RRE block: 16; PLK1 kinase inh: -9; PLK1 PBD inh: -13; PTPN22 inh 2: 1; Calb biofilm kill: 3; PTPN22 act: -2; EphB4 antag: 1

What do the screens show for `COc1ccc(CC(=S)N2CCOCC2)cc1OC`?
CYP2C9 act: 1.1; Rev-RRE block: 9; PLK1 kinase inh: 8; PLK1 PBD inh: 3; PTPN22 inh 2: -1; CYP2C9 inh: -12; PTPN22 act: 6; EphB4 antag: 6

What do the screens show for `CC12CCC(C(=O)NC3CCCC3)(CC1=O)C2(C)C` (stereo not drawn)?
CYP2C9 act: 1.1; Rev-RRE block: 1; PLK1 kinase inh: -11; PLK1 PBD inh: -7; PTPN22 inh 2: 2; Calb biofilm kill: 1; CYP2C9 inh: -15; PTPN22 act: -1; EphB4 antag: -5

Results for Cc1ccc(S(=O)(=O)N2CCSC2)cc1C ?
CYP2C9 act: 2.3*; Rev-RRE block: 7; PLK1 kinase inh: -14; PLK1 PBD inh: -14; PTPN22 inh 2: -8; Calb biofilm kill: -4; CYP2C9 inh: -131; PTPN22 act: 8; EphB4 antag: 13

Results for Cc1ccc(CSC2=NCCN2C(=O)c2ccco2)cc1 ?
CYP2C9 act: 0.7; Rev-RRE block: 16; PLK1 kinase inh: -13; PLK1 PBD inh: -17; PTPN22 inh 2: 4; Calb biofilm kill: 6; CYP2C9 inh: 31; PTPN22 act: -6; EphB4 antag: 3

Results for O=C(O)C(Cc1ccccc1)NS(=O)(=O)c1ccc2c(c1)OCCO2 (stereo not drawn) ?
CYP2C9 act: 1; Rev-RRE block: 9; PLK1 kinase inh: 4; PLK1 PBD inh: 5; PTPN22 inh 2: 8; Calb biofilm kill: 2; CYP2C9 inh: -2; PTPN22 act: -6; EphB4 antag: 4

Results for O=c1cc(CN2CCN(CCO)CC2)c2cc3c(cc2o1)CCC3 ?
CYP2C9 act: 1.1; Rev-RRE block: 2; PLK1 kinase inh: 6; PLK1 PBD inh: -31; PTPN22 inh 2: -1; Calb biofilm kill: 5; CYP2C9 inh: -13; PTPN22 act: 0; EphB4 antag: 5

How did CCCOC(=O)C1[C@H]2C(=O)N(C(C)c3ccc(OC)cc3)C[C@]23C=C[C@H]1O3 (stereo partly drawn) do in these assays?
CYP2C9 act: 1; Rev-RRE block: -3; PLK1 kinase inh: 1; PLK1 PBD inh: 14; PTPN22 inh 2: -3; Calb biofilm kill: 1; CYP2C9 inh: -1; PTPN22 act: 3; EphB4 antag: 0

What do the screens show for `O=C(CCCc1ccccc1)NCCN1CCOCC1`?
CYP2C9 act: 1; Rev-RRE block: 3; PLK1 kinase inh: -10; PLK1 PBD inh: 12; PTPN22 inh 2: -1; Calb biofilm kill: 7; CYP2C9 inh: 0; PTPN22 act: 0; EphB4 antag: 3

Results for CCCOc1ccc(N2C(=O)CC(NCc3ccncc3)C2=O)cc1 (stereo not drawn) ?
CYP2C9 act: 0.3; Rev-RRE block: 3; PLK1 kinase inh: -9; PLK1 PBD inh: 1; PTPN22 inh 2: -2; Calb biofilm kill: 7; CYP2C9 inh: 67*; PTPN22 act: 2; EphB4 antag: 1

Results for O=C(NCC1COc2ccccc2O1)C1C2C=CC3(CN(Cc4cccs4)C(=O)C13)O2 (stereo not drawn) ?
CYP2C9 act: 1; Rev-RRE block: -3; PLK1 kinase inh: -6; PLK1 PBD inh: 7; PTPN22 inh 2: 4; Calb biofilm kill: -6; CYP2C9 inh: -3; PTPN22 act: -2; EphB4 antag: 3

What do the screens show for `CS(=O)(=O)N1CCN(C(=O)c2cccnc2)CC1`?
CYP2C9 act: 1; Rev-RRE block: 4; PLK1 kinase inh: 4; PLK1 PBD inh: 4; PTPN22 inh 2: 3; Calb biofilm kill: 1; CYP2C9 inh: -2; PTPN22 act: -6; EphB4 antag: -2

What do the screens show for `CCOC(=O)c1nn(-c2ccccc2C)c2nc(-c3ccc(Cl)cc3)c(C#N)c(=O)n12`?
CYP2C9 act: 0.8; Rev-RRE block: 7; PLK1 kinase inh: -16; PLK1 PBD inh: -16; PTPN22 inh 2: -7; CYP2C9 inh: 25; PTPN22 act: 2; EphB4 antag: 1

What do the screens show for `Cc1ccc2nc(SCC(=O)Nc3ccc4c(c3)OCCO4)[nH]c2c1`?
CYP2C9 act: 0.2; Rev-RRE block: 5; PLK1 kinase inh: -9; PLK1 PBD inh: 3; PTPN22 inh 2: -5; Calb biofilm kill: 5; CYP2C9 inh: 83*; PTPN22 act: 5; EphB4 antag: -4

What do the screens show for `CCC(CC)NC(=O)c1n[nH]c(=O)c2ccccc12`?
CYP2C9 act: 1; Rev-RRE block: 12; PLK1 kinase inh: -3; PLK1 PBD inh: -36; PTPN22 inh 2: -2; Calb biofilm kill: 7; CYP2C9 inh: 1; PTPN22 act: 2; EphB4 antag: 7

Results for CCOc1ccc(-n2c(=S)sc3c(=O)[nH]c(SCC(=O)N4CCC(C)CC4)nc32)cc1 ?
CYP2C9 act: 0; Rev-RRE block: 7; PLK1 kinase inh: 14; PLK1 PBD inh: 4; PTPN22 inh 2: 10; Calb biofilm kill: -1; CYP2C9 inh: 97*; PTPN22 act: -7; EphB4 antag: 6

How did COc1ccc(F)cc1S(=O)(=O)NC1CC(C)(C)NC(C)(C)C1 do in these assays?
CYP2C9 act: 1; Rev-RRE block: 1; PLK1 kinase inh: -4; PLK1 PBD inh: -8; PTPN22 inh 2: -24; Calb biofilm kill: 8; CYP2C9 inh: -4; PTPN22 act: 20; EphB4 antag: -1

Results for Cc1oc(-c2cccc(Cl)c2)nc1CN1CCC(C(=O)NCCCN2CCCC2=O)CC1 ?
CYP2C9 act: 1.2; Rev-RRE block: 7; PLK1 kinase inh: -6; PLK1 PBD inh: -23; PTPN22 inh 2: -38; Calb biofilm kill: 5; CYP2C9 inh: -15; PTPN22 act: 34; EphB4 antag: -1

What do the screens show for `c1ccc(C2=NC(c3ccccc3)N=C(c3ccccc3)N2)cc1`?
Rev-RRE block: 0; PLK1 kinase inh: -9; PLK1 PBD inh: 10; PTPN22 inh 2: -9; Calb biofilm kill: 4; PTPN22 act: 9; EphB4 antag: -6

How did CC(=O)Nc1ccc(S(=O)(=O)N2CCN=C2C)cc1 do in these assays?
CYP2C9 act: 1.1; Rev-RRE block: 4; PLK1 kinase inh: -6; PLK1 PBD inh: 7; PTPN22 inh 2: 0; CYP2C9 inh: -8; PTPN22 act: -1; EphB4 antag: -6
